AmpC detergent: inhibitors of E. coli AmpC beta-lactamase with detergent. P00811. AmpC hydrolysis of nitrocefin, absorbance 480 nm, 0.01% Triton. Potency, µM (doses to about 114 µM), for inactives: top-dose activity change, negative = inhibition, hits mostly inhibitors. 0.041% of 370,000 active;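 note: potency is the fitted concentration of half-maximal effect; 0% = no-compound wells and -100% = no-enzyme wells; nearly all actives have a fitted effect of over 25% in size; some results filed as inactive show a strong effect at the top dose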
Target sequence (P00811 whole entry, looked up): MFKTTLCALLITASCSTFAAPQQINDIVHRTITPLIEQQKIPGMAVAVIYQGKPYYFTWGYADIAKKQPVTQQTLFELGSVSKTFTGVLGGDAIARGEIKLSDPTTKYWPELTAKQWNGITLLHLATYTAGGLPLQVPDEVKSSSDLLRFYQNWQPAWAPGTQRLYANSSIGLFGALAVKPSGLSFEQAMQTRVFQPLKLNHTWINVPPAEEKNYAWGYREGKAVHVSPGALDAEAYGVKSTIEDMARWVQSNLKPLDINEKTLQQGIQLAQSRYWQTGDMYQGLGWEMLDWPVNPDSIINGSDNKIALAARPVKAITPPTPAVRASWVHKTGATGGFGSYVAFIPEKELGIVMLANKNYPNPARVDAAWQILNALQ
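20 mM phosphate pH 7.0 + 0.01% (detergent screen) or 0.0001% Triton X-100; 5.3 nM AmpC reagent; cpd preinc 15 min RT; nitrocefin (800 uM stock) to start; A480 q20 s × 4 min; Activity was normalised to no-enzyme and no-compound control wells.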
LmPK inhibitor: blocks Leishmania mexicana pyruvate kinase activity | purified LmPK, Kinase-Glo ATP luminescence, 1 h | AID 1721 | Potency, µM (series often up to 57.5 µM), without a hit: at the highest dose activity change, negative = inhibition, most hits filed as inhibitors | Q27686 | 0.37% of 290,000 active; note: potency is the fitted concentration of half-maximal effect
Target sequence (Q27686 whole entry, looked up): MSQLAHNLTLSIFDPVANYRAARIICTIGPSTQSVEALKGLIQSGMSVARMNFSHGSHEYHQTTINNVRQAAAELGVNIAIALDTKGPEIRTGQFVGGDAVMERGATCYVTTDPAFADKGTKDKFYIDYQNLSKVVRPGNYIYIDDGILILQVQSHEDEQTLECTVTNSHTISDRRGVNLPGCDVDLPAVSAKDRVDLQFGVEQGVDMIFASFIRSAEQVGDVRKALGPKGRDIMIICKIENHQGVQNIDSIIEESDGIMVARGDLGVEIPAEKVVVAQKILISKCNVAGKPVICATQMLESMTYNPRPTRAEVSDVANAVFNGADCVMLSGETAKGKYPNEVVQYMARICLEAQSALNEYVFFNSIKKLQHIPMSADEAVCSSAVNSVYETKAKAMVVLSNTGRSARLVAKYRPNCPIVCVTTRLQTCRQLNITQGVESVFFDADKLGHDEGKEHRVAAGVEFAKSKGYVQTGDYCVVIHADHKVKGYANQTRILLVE
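Purified LmPK (0.1 nM) converted ADP (0.1 mM) to ATP with PEP (0.5 mM) in imidazole buffer pH 7.2 with KCl and MgCl2, 1 h at room temperature. ATP was read by Kinase-Glo luminescence; data normalized to uninhibited and no-enzyme controls.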
AmpC no deterg: inhibitors of E. coli AmpC beta-lactamase without detergent. P00811. AmpC nitrocefin hydrolysis, absorbance 480 nm, 0.0001% Triton. Potency, µM (doses to about 57.1 µM), for the others: top-dose activity change, negative = inhibition, hits mostly inhibitors. 0.52% of 330,000 active. AID 485341;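 note: potency is the fitted concentration of half-maximal effect; plate controls were no compound for no effect and no enzyme for full effect; nearly all actives have a fitted effect of over 20% in size; some results filed as inactive show a strong effect at the top dose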
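AmpC (5.3 nM in the dispensed reagent) in 20 mM phosphate pH 7.0 with 0.01% (detergent screen) or 0.0001% Triton X-100 was preincubated with compounds for 15 min at room temperature. Nitrocefin was then added from an 800 uM solution, and hydrolysis was followed at 480 nm.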
HCMV inh: inhibitors of human cytomegalovirus | HFF cells, HCMV-luciferase reporter, 72 h; stronger effect = lower value | activity change, negative = inhibition, % at 57.5 µM | 4.5% of 410,000 active; in the data active = activity change below about -60%; inconclusive = no clear call, values can overlap the other calls; inactive = above about -39%
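Cell-based, HFFs, 1000 cells/well, 16 h 37C; cpds in DMSO + HCMV-luc, MOI 1 PFU/cell; 72 h 37C; OneGlo luminescence after 5 min RT; norm. to buffer vs Salinomycin 10uM.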
HCV inh: blocks hepatitis C virus | Huh7.5.1 HCVcc-Cre infection, luciferase reporter, 44 h | Potency, µM (titrated, usually from 41.8 µM), for the others: at the top dose activity change, negative = inhibition, actives largely listed as inhibitors | 3.4% of 340,000 active; note: potency is the fitted concentration of half-maximal effect
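After 44 h co-culture of compound, cells and HCVcc-Cre (~0.5 moi), substrate is added for 15 min at room temperature and luciferase measured over 15 sec. Cells were seeded at 1,000/well and pre-cultured 4 h.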
Tb PYK inh: blocks Trypanosoma brucei pyruvate kinase | AID 624173 | Potency, µM (highest dose often 76.8 µM), for inactives: at the top dose activity, negative = inhibition, usual class: inhibitors | 0.12% of 410,000 active | TbPYK enzyme, Kinase-Glo Plus ATP luminescence, 45 min; note: potency is the fitted concentration of half-maximal effect; nearly all actives have a fitted effect of over 50% in size
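In this concentration-response screen, enzyme-free wells defined baseline while DMSO plates tracked drift. Each reaction combined TbPYK, substrate, compound and 130 uM ADP for 45 min at room temperature. Kinase-Glo Plus luminescence gave the signal.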
AMA1 RON2 block: AMA1-RON2 (P. falciparum) interaction inhibition; AlphaScreen AMA1-biotinylated RON2 peptide binding; Potency, µM (top dose mostly 58.2 µM), inactives show top-dose activity change, negative = inhibition, actives largely listed as inhibitors; 0.2% of 360,000 active;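 note: potency is the fitted concentration of half-maximal effect; 0% = vehicle wells and -100% = peptide control; nearly all actives have a fitted effect of over 45% in size; some results filed as inactive show a strong effect at the top dose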
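AMA1 (3D7) with his tag at 25 nM final met compounds first, then biotinylated RON2 peptide at 25 nM; detection used donor plus acceptor beads, 10 µg/mL apiece, read by AlphaScreen after 30 min at room temperature.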
* = called active by the depositor; u = inconclusive; x = not tested or not shown; & = joins results of further samples; [ ] = another dose, or the depositor's remark. Unless noted, calls come from the whole dose curve; as a rule, active = well fitted curve in the direction sought with a large enough effect; inconclusive = small, poorly fitted or top-dose-only effect, or another doubt; inactive = no such curve, though single readings can be large; an effect the other way counts as inactive or inconclusive. Unless noted, % is set by controls: 0 for no effect and ±100 for the full control effect. Rows were taken by chance. About 7.5% of those tested had a hit in this group.

entry | Molecule | AmpC detergent | LmPK inhibitor | AmpC no deterg | HCMV inh | HCV inh | Tb PYK inh | AMA1 RON2 block
1 | COCCNC(=O)Cn1c(=O)n(CCCC(=O)NCc2ccc3c(c2)OCO3)c(=O)c2sccc21 | -10% | -1% | 0% | -2 | -12% | -2% | 6%
2 | Cc1cc(C(=O)OCc2nc3ccccc3s2)c(C)o1 | 1% | -4% | x | -22 | 9% | -7% | -1%
3 | O=C(O)C1=CC(c2ccc(Br)cc2)n2ncnc2N1 (stereo not drawn) | 13% | x | x | -21 | x | -12% | x
4 | CCC(=O)N1CCN(c2ccc(NC(=O)COc3ccccc3Cl)cc2)CC1 | -13% | 0% | 79%[activator] | u | 11µM* | 7% | -2%
5 | Clc1cccc(-c2nc(NCCCN3CCOCC3)c3ccccc3n2)c1 | 2% | 3% | 1%[2.29 µM] | 49 | u | -5% | -2%
6 | O=C(N1CCOCC1)N1CCN(c2ccccc2)CC1 | -2% | 2% | -5% | 19 | 11% | -5% | 21%
7 | COc1ccc(C(O)c2ncc(-c3cccc(F)c3)[nH]2)cc1F (stereo not drawn) | x | x | x | -3 | x | -10% | -19%
8 | Cc1cc2oc(=O)cc(CN3CCN(Cc4ccccc4)CC3)c2cc1Cl | 1% | 11% | 17% | 38 | 9% | 5% | 1%
9 | CCOc1ccc(CNC(=O)CCS(=O)(=O)c2cc3c4c(c2)CCN4C(=O)CC3)cc1 | 3% | x | x | -4 | x | -4% | x
10 | COc1ccc(S(=O)(=O)Nc2cccc(N(C)S(C)(=O)=O)c2)cc1Br | 4% | 2% | -23% | u | u | -11% | -10%
11 | O=C(O)c1ccc(Oc2ccc([N+](=O)[O-])cc2)c([N+](=O)[O-])c1 | x | x | x | 26 | 34%[activator] | 4% | -5%
12 | COc1cc(OC)cc(C2(C#N)CCN(C)CC2)c1 | 1% | 0% | -10% | 2 | 1% | 2% | -5%
13 | CCOCCn1c(CN2CCC(Cc3ccccc3)CC2)nc2c1c(=O)n(C)c(=O)n2C | u | 0% | -4% | 32 | u | -2% | -5%
14 | CCCc1nc2ccccc2n1CCOC | 0% | -5% | -9% | 22 | 8% | 4% | 0%
15 | O=c1cc(-c2ccccc2)oc2ccccc12 | -6% | x | -11% | 20 | u | 4% | 1%
16 | Cc1ccccc1CSCC(=O)Nc1c(C)n(C)n(-c2ccccc2)c1=O | u | 1% | -14% | u | 1% | -2% | -9%
17 | COc1cc(NC(=O)c2ccccc2F)c(OC)cc1NC(=O)CN1CCCCC1 | u | -6% | 38% | -6 | u | -10% | u
18 | N/C(=N\OC(=O)CCc1ccccc1)c1ccc(Cl)cc1 | 0% | 2% | -31% | 11 | -2% | 3% | 34%[activator]
19 | C=CC1=C2C=C(C3CC3)N(CC3CC3)C=C2C(=O)C(C)(OC(=O)c2ccco2)C1=O (stereo not drawn) | x | -3%[11.5 µM] | x | -11 | -7% | -9% | 7%
20 | Cc1nc2cc(C(F)(F)F)ccc2n1CCNc1nc(-c2cc(Cl)c(N)c(Cl)c2)cs1 | u | 1% | -14% | u | u | -8% | 34%[activator]
21 | Cc1ccc(S(=O)(=O)NCCC(=O)Nc2ccc(S(=O)(=O)NC(C)C)cc2)cc1 | -8% | -7% | 59% | -10 | -8% | -7% | -2%
22 | CCOc1ccc(NC(=O)C2CCCN(S(=O)(=O)c3ccc4c(c3)CC(C)N4C(C)=O)C2)cc1 (stereo not drawn) | -5% | 2% | 66%[activator] | -17 | -25% | 1% | -9%
23 | Cc1ccc2[nH]c3c(c2c1)CN(C(=O)CN1CCN(c2ccccn2)CC1)CC3 | u | 1% | 128%[activator] | -20 | u | 3% | -12%
24 | O=C(Nc1ccccc1)NC1CCCc2ccccc21 (stereo not drawn) | 3% | 1% | -29% | u | -5% | 4% | -2%
25 | COc1ccc(COC(=O)c2sc3nc4n(c(=O)c3c2C)CCC4)cc1 | 0% | x | 0% | -5 | u | 8% | -6%
26 | Cc1cc(C)n2c(Nc3ccc4c(c3)OCCO4)c(-c3ccc(Cl)cc3)nc2n1 | 15% | x | x | 18 | x | 1% | x
27 | COc1ccc(-c2nc(SCC(=O)NCCCc3ccccc3)n[nH]2)cc1 | 10% | x | x | -67* | x | 21% | x
28 | Cn1cccc1CC(=O)NNC(=S)NC(=O)c1ccc(F)cc1 | -5% | -3% | -8% | 17 | 0% | -20% | 64%[activator]
29 | Cc1ccc(N(CC(O)Cn2c3ccccc3c3ccccc32)S(=O)(=O)c2ccc(F)cc2)cc1 (stereo not drawn) | 4% | x | x | -92* | x | 3% | x
30 | C#CCOCCOCCOCCNc1nc(N2CCN(C(=O)[C@H]([C@@H](C)CC)n3cc([C@@H](N)Cc4ccc(O)cc4)nn3)CC2)nc(N2CCN(C(=O)[C@H](CCCCN)n3cc([C@@H](N)CC(C)C)nn3)CC2)n1 | 6% | -3% | 213%[activator] | x | x | x | x
31 | CCC(=O)N1CCN(c2ccnc3cc(Cl)ccc23)CC1 | 1% | -4% | -6% | u | 17% | -1% | -7%
32 | Cc1ccccc1NC(=O)C1CCN(C(=O)NC2CCCCC2)CC1 | -4% | -2% | -12% | u | u | 0% | -10%
33 | O=C(CSc1nnc(Cc2ccccc2)o1)NCCc1ccccc1 | 4% | 3% | x | -34 | 8% | 3% | -5%
34 | CN1CCN(C(c2ccc(F)cc2)c2sc3nc(-c4ccco4)nn3c2O)CC1 (stereo not drawn) | 2% | x | x | 4 | x | 6% | x
35 | Cc1ccccc1SCCNC(=O)CCc1ccccc1 | -6% | 1% | -15% | x | x | x | x
36 | COc1ccc(-n2c(C)nnc2SCC(=O)N2CCOCC2)cc1 | 2% | 2% | -14% | -9 | 7% | 2% | 2%
37 | Cc1ccc(NC(=S)NCC2CCN(C(C)c3ccccc3)C2)cc1C (stereo not drawn) | u | 11% | -6% | -63* | -12% | -12% | 1%
38 | CCC(NC(=O)C1CCC1)c1ccc(C)cc1 (stereo not drawn) | -13% | -1% | -18% | -25 | 6% | -4% | -10%
39 | O=C(NNC1=C(C(=O)C(F)(F)F)CCC1)c1ccncc1 | 11% | 2% | 17% | 5 | 8% | 1% | 95%[activator]
40 | CCCCNC(=O)C[C@@H]1C[C@@]2(C(=O)OCC)CCC=C2N(Cc2ccco2)C1=O | x | x | x | 36 | x | -11% | 1%
41 | NC(=O)C1C2CCC(C2)C1C(N)=O (stereo not drawn) | x | x | x | -18 | 20% | -3% | -12%
42 | Cn1nc(C(F)(F)F)c(C(=O)Nc2ccc(F)cc2F)c1Sc1ccc(C(F)(F)F)cc1 | -8% | 0% | -8% | 35 | -8% | -10% | 8%
43 | CC1CCC(NC(=O)C2CCC(CNS(=O)(=O)c3cccc4nsnc34)CC2)CC1 (stereo not drawn) | -13% | 3% | -4% | -11 | 5% | -4% | 13%
44 | Cc1nnc(SCc2nnc(-c3ccccc3Br)o2)n1-c1ccccc1 | u | 1% | 5.6µM* | -22 | 15%&-6% | -1% | 4%
45 | CCOc1ccccc1CNc1nc2ccccc2n1C | u | -5% | -23% | 8 | 4% | 1% | 1%
46 | COc1ccc(C(=O)N=c2sc3ccccc3n2C)cc1 | -10% | -3% | 17% | 200 | 5% | 2% | -18%
47 | COc1ccc(-c2noc(CCC(=O)N(C)c3cccc(C)c3)n2)cc1 | 3% | 3% | 79%[activator] | -9 | -23% | 3% | 9%
48 | CN1CCN(CCNC(=O)Nc2ccc([N+](=O)[O-])cc2)CC1 | -3% | -3% | -32% | 7 | -28% | 0% | 0%
49 | Cc1c(O)ccc(C(=O)CN2CCN(c3ccccc3)CC2)c1O | u | 8% | -26% | 0 | 9% | 1% | 0%
50 | CN(CC(=O)Nc1ccc(N2CCOCC2)cc1)Cc1c(O)ccc2ccccc12 | -2% | 0% | -3% | 32 | -13% | 0% | 6%
51 | Cc1cccc(OCCNC(=O)c2ncn[nH]2)c1 | 4% | 3% | -14% | 28 | 5% | 3% | 57%[activator]
52 | O=C(CSc1nnc(C2CC2)n1-c1ccccc1)NCCc1ccc(F)cc1 | -14% | 4% | 22% | -6 | -2% | u | -6%
53 | CCCSc1ncc(Cl)c(C(=O)N(Cc2ccc(Cl)cc2)Cc2ccco2)n1 | 6% | x | x | -66* | x | -4% | x

Some of these compounds in order of molar mass, high to low.
entry | Molecule | AmpC detergent | LmPK inhibitor | AmpC no deterg | HCMV inh | HCV inh | Tb PYK inh | AMA1 RON2 block
44 | Cc1nnc(SCc2nnc(-c3ccccc3Br)o2)n1-c1ccccc1 | u | 1% | 5.6µM* | -22 | 15%&-6% | -1% | 4%
34 | CN1CCN(C(c2ccc(F)cc2)c2sc3nc(-c4ccco4)nn3c2O)CC1 (stereo not drawn) | 2% | x | x | 4 | x | 6% | x
26 | Cc1cc(C)n2c(Nc3ccc4c(c3)OCCO4)c(-c3ccc(Cl)cc3)nc2n1 | 15% | x | x | 18 | x | 1% | x
52 | O=C(CSc1nnc(C2CC2)n1-c1ccccc1)NCCc1ccc(F)cc1 | -14% | 4% | 22% | -6 | -2% | u | -6%
33 | O=C(CSc1nnc(Cc2ccccc2)o1)NCCc1ccccc1 | 4% | 3% | x | -34 | 8% | 3% | -5%
32 | Cc1ccccc1NC(=O)C1CCN(C(=O)NC2CCCCC2)CC1 | -4% | -2% | -12% | u | u | 0% | -10%
28 | Cn1cccc1CC(=O)NNC(=S)NC(=O)c1ccc(F)cc1 | -5% | -3% | -8% | 17 | 0% | -20% | 64%[activator]
48 | CN1CCN(CCNC(=O)Nc2ccc([N+](=O)[O-])cc2)CC1 | -3% | -3% | -32% | 7 | -28% | 0% | 0%
31 | CCC(=O)N1CCN(c2ccnc3cc(Cl)ccc23)CC1 | 1% | -4% | -6% | u | 17% | -1% | -7%
35 | Cc1ccccc1SCCNC(=O)CCc1ccccc1 | -6% | 1% | -15% | x | x | x | x
45 | CCOc1ccccc1CNc1nc2ccccc2n1C | u | -5% | -23% | 8 | 4% | 1% | 1%
38 | CCC(NC(=O)C1CCC1)c1ccc(C)cc1 (stereo not drawn) | -13% | -1% | -18% | -25 | 6% | -4% | -10%
